Assay outcomes: PubChem, Broad Institute
INS-1E ATP HTS = INS-1E beta cell protection from cytokine death; INS-1E cytokine-induced death, ATP luminescence, 48 h; normalised: neutral wells 0, positive control 100; protection from cytokine-induced ATP loss, % at 10 µM; hit rate 0.1% among 20,000; AID 488910;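 active = mean replicate protection from cytokine-induced ATP loss at least 50% and at least 75% of replicates each reaching 50%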
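assay system = INS-1E rat insulinoma cells | amount = 8000 cells per well | medium = phenol-red-free RPMI with 5% fetal bovine serum | doses = one compound concentration, pin transfer | timing = 48 h cytokine plus compound treatment, 10 min reagent incubation | also added = IL-1β, TNF-α and IFN-γ cytokine mix | signal = CellTiter-Glo luminescence measuring cellular ATP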
T cruzi intra = intracellular Trypanosoma cruzi inhibition | hit rate 4.9% among 22,000 | activity score (inhibition), % at 5.01 µM | intracellular Trypanosoma cruzi in host cells, plate reader; in the data active = activity score above about 55%;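 note: parasites and compound incubated about four days before reading; 0% = median of neutral control wells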
* = called active by the depositor; / = no result given.

1. CNC[C@@H]1Oc2ccc(NC(=O)Nc3ccc(OC)cc3)cc2C(=O)N([C@H](C)CO)C[C@H]1C
2. C[C@H]1CN([C@@H](C)CO)C(=O)c2cc(NC(=O)CCN3CCOCC3)ccc2O[C@H]1CN(C)S(C)(=O)=O
3. Cc1noc(C)c1S(=O)(=O)Nc1ccc2c(c1)CC(=O)N([C@@H](C)CO)C[C@H](C)[C@@H](CN(C)C(=O)Nc1ccc3c(c1)OCO3)O2
4. C[C@@H]1CCCCO[C@H](CN(C)C(=O)NC2CCCCC2)[C@@H](C)CN([C@H](C)CO)C(=O)c2cc(NC(=O)Nc3ccc(C(F)(F)F)cc3)ccc2O1
5. C[C@@H]1CCCCO[C@@H](CN(C)Cc2ccccc2)[C@@H](C)CN([C@H](C)CO)C(=O)c2cc(NC(=O)CCCN(C)C)ccc2O1

Screen / compound no. | 1 | 2 | 3 | 4 | 5
T cruzi intra | -3 | -11 | -8 | 64* | -11
INS-1E ATP HTS | -1 | 6 | 8 | -9 | -3

6. C[C@H](CO)N1C[C@H](C)[C@H](CN(C)S(=O)(=O)c2ccccc2)Oc2ccc(NS(=O)(=O)c3cn(C)cn3)cc2C1=O
7. CNC[C@H]1Oc2c(NC(=O)C3CCOCC3)cccc2C(=O)N([C@@H](C)CO)C[C@H]1C
8. COc1ccc(S(=O)(=O)Nc2cccc3c2O[C@@H](CN(C)Cc2ccc(Oc4ccccc4)cc2)[C@@H](C)CN([C@@H](C)CO)C3=O)cc1
9. C[C@@H]1CCCCO[C@H](CN(C)Cc2ccc(C(F)(F)F)cc2)[C@@H](C)CN([C@H](C)CO)C(=O)c2cc(N(C)C)ccc2O1
10. Cc1noc(C)c1S(=O)(=O)Nc1cccc2c1O[C@H](CN(C)Cc1ccc(Oc3ccccc3)cc1)[C@H](C)CN([C@@H](C)CO)C2=O

Screen / compound no. | 6 | 7 | 8 | 9 | 10
T cruzi intra | 4 | -12 | 41 | 29 | -11
INS-1E ATP HTS | / | 11 | -33 | -34 | -8

11. CCOC(=O)N(C)C[C@H]1OCc2cnnn2CCCC(=O)N([C@@H](C)CO)C[C@@H]1C
12. C[C@@H]1CN([C@@H](C)CO)C(=O)c2cc(NC(=O)CCN3CCOCC3)ccc2O[C@H]1CN(C)C(=O)Nc1ccc2c(c1)OCO2
13. C[C@H](CO)N1C[C@H](C)[C@H](CN(C)Cc2ccncc2)Oc2ccc(NC(=O)CCN3CCOCC3)cc2CC1=O
14. C[C@H]1CN([C@@H](C)CO)C(=O)c2cc(NS(=O)(=O)c3ccc(Cl)cc3)ccc2O[C@@H]1CN(C)S(C)(=O)=O
15. C[C@@H]1CCCCO[C@H](CN(C)C)[C@@H](C)CN([C@H](C)CO)C(=O)c2cc(NC(=O)CCCN(C)C)ccc2O1

Screen / compound no. | 11 | 12 | 13 | 14 | 15
T cruzi intra | -6 | -10 | -45 | 8 | -31
INS-1E ATP HTS | / | 5 | 24 | 1 | 15

16. C[C@H]1CN([C@@H](C)CO)C(=O)CCCn2cc(nn2)CO[C@@H]1CN(C)S(=O)(=O)c1ccc(Oc2ccccc2)cc1
17. COc1ccc(NC(=O)Nc2ccc3c(c2)CC(=O)N([C@@H](C)CO)C[C@H](C)[C@@H](CN(C)Cc2ccncc2)O3)cc1
18. C[C@@H]1CN([C@H](C)CO)C(=O)Cc2cc(NS(C)(=O)=O)ccc2O[C@H]1CN(C)Cc1ccc2c(c1)OCO2
19. CC(C)NC(=O)N(C)C[C@@H]1Oc2ccc(NS(=O)(=O)c3ccc(F)cc3)cc2C(=O)N([C@@H](C)CO)C[C@@H]1C
20. C[C@H](CO)N1C[C@H](C)[C@H](CN(C)S(=O)(=O)c2ccc(F)cc2)Oc2ccc(NC(=O)Cc3ccccc3)cc2CC1=O

Screen / compound no. | 16 | 17 | 18 | 19 | 20
T cruzi intra | -12 | -11 | 4 | 4 | -8
INS-1E ATP HTS | 4 | 6 | 1 | 8 | 0

The last 2 entries of the section before lead into the next.
19. CC(C)NC(=O)N(C)C[C@@H]1Oc2ccc(NS(=O)(=O)c3ccc(F)cc3)cc2C(=O)N([C@@H](C)CO)C[C@@H]1C
20. C[C@H](CO)N1C[C@H](C)[C@H](CN(C)S(=O)(=O)c2ccc(F)cc2)Oc2ccc(NC(=O)Cc3ccccc3)cc2CC1=O
21. Cc1noc(C)c1S(=O)(=O)Nc1cccc2c1O[C@H](CN(C)S(=O)(=O)c1cccs1)[C@H](C)CN([C@H](C)CO)C2=O
22. C[C@@H]1CN([C@@H](C)CO)C(=O)c2cc(NC(=O)Nc3ccccc3)ccc2O[C@@H]1CN(C)S(C)(=O)=O
23. C[C@@H]1CN([C@@H](C)CO)C(=O)c2cccc(NC(=O)NC3CCCCC3)c2O[C@@H]1CN(C)C(=O)Nc1ccc(C(F)(F)F)cc1
24. COc1ccc(S(=O)(=O)N(C)C[C@@H]2Oc3c(NC(=O)c4cnccn4)cccc3C(=O)N([C@@H](C)CO)C[C@@H]2C)cc1
25. COc1ccc(S(=O)(=O)N(C)C[C@@H]2Oc3ccc(NC(=O)C4CCCCC4)cc3C(=O)N([C@H](C)CO)C[C@H]2C)cc1

Screen / compound no. | 19 | 20 | 21 | 22 | 23 | 24 | 25
T cruzi intra | 4 | -8 | -2 | 4 | 36 | 11 | 1
INS-1E ATP HTS | 8 | 0 | 6 | 1 | -46 | 12 | 4

26. COc1ccc(S(=O)(=O)Nc2cccc3c2O[C@@H](CN(C)C(=O)Nc2ccc(C(F)(F)F)cc2)[C@H](C)CN([C@H](C)CO)C3=O)cc1
27. Cc1noc(C)c1S(=O)(=O)N(C)C[C@H]1Oc2c(NC(=O)c3cnccn3)cccc2C(=O)N([C@H](C)CO)C[C@H]1C
28. COc1ccc(S(=O)(=O)Nc2ccc3c(c2)C(=O)N([C@@H](C)CO)C[C@H](C)[C@@H](CN(C)Cc2ccc(Cl)c(Cl)c2)O3)cc1
29. COc1ccc(NC(=O)Nc2ccc3c(c2)CC(=O)N([C@H](C)CO)C[C@@H](C)[C@H](CN(C)C(=O)Nc2c(C)noc2C)O3)cc1
30. C[C@@H]1CN([C@@H](C)CO)C(=O)c2cc(NC(=O)CCCCCC(=O)Nc3ccccc3N)ccc2O[C@H]1CN(C)C(=O)NC1CCCCC1

Screen / compound no. | 26 | 27 | 28 | 29 | 30
T cruzi intra | 12 | 5 | -14 | -16 | -29
INS-1E ATP HTS | 8 | -5 | 0 | 3 | -15

31. Cc1ccc(S(=O)(=O)Nc2cccc3c2O[C@H](CN(C)C(=O)Nc2ccc4c(c2)OCO4)[C@@H](C)CN([C@H](C)CO)C3=O)cc1
32. C[C@@H]1CN([C@H](C)CO)C(=O)c2cccc(NS(=O)(=O)c3ccc(F)cc3)c2O[C@@H]1CN(C)C(=O)NC1CCCCC1
33. C[C@@H]1CN([C@H](C)CO)C(=O)c2cccc(NC(=O)C3CCCCC3)c2O[C@H]1CN(C)Cc1ccc(C(=O)O)cc1
34. Cc1noc(C)c1S(=O)(=O)Nc1ccc2c(c1)C(=O)N([C@H](C)CO)C[C@@H](C)[C@@H](CN(C)Cc1ccncc1)O2
35. C[C@@H]1CN([C@H](C)CO)C(=O)Cc2cc(NC(=O)Cc3ccccc3)ccc2O[C@@H]1CN(C)S(C)(=O)=O

Screen / compound no. | 31 | 32 | 33 | 34 | 35
T cruzi intra | -4 | 16 | -10 | -4 | -8
INS-1E ATP HTS | 10 | 9 | 5 | 7 | 0

36. C[C@H]1CN([C@@H](C)CO)C(=O)c2cccc(NC(=O)C3CCOCC3)c2O[C@@H]1CN(C)Cc1ccc(C(=O)O)cc1
37. COc1ccc(S(=O)(=O)N(C)C[C@@H]2OCc3cnnn3CCCC(=O)N([C@@H](C)CO)C[C@@H]2C)cc1
38. C[C@@H]1CCCCO[C@@H](CN(C)C(=O)Nc2ccc(C(F)(F)F)cc2)[C@@H](C)CN([C@H](C)CO)C(=O)c2cc(NS(=O)(=O)c3ccc(F)cc3)ccc2O1
39. C[C@H]1CN([C@@H](C)CO)C(=O)c2cc(NC(=O)Nc3ccc(C(F)(F)F)cc3)ccc2O[C@H]1CN(C)S(=O)(=O)c1ccccc1
40. COc1ccc(NC(=O)Nc2ccc3c(c2)C(=O)N([C@@H](C)CO)C[C@H](C)[C@H](CN(C)S(=O)(=O)c2ccc(Cl)cc2)O3)cc1

Screen / compound no. | 36 | 37 | 38 | 39 | 40
T cruzi intra | 36 | 9 | 71* | -8 | 0
INS-1E ATP HTS | 7 | / | -13 | -22 | 14

41. Cc1noc(C)c1NC(=O)N(C)C[C@H]1Oc2c(NC(=O)C3CC3)cccc2C(=O)N([C@@H](C)CO)C[C@@H]1C
42. Cc1ccc(S(=O)(=O)N(C)C[C@@H]2Oc3c(NC(=O)c4cc(C)nn4C)cccc3C(=O)N([C@H](C)CO)C[C@H]2C)cc1
43. Cc1noc(C)c1NC(=O)Nc1ccc2c(c1)C(=O)N([C@@H](C)CO)C[C@@H](C)[C@@H](CN(C)C(=O)Nc1ccc(C(F)(F)F)cc1)O2
44. COc1ccc(S(=O)(=O)Nc2ccc3c(c2)CC(=O)N([C@H](C)CO)C[C@H](C)[C@H](CN(C)Cc2ccc4c(c2)OCO4)O3)cc1
45. C[C@H](CO)N1C[C@H](C)[C@H](CN(C)C)Oc2ccc(NC(=O)CCN3CCOCC3)cc2CC1=O

Screen / compound no. | 41 | 42 | 43 | 44 | 45
T cruzi intra | -35 | -19 | 3 | 35 | -17
INS-1E ATP HTS | 5 | 7 | 4 | -1 | 8

46. C[C@@H]1CN([C@@H](C)CO)C(=O)c2cccc(NS(=O)(=O)c3cn(C)cn3)c2O[C@H]1CN(C)C(=O)Nc1ccc(F)cc1
47. C[C@H](CO)N1C[C@H](C)[C@H](CN(C)Cc2cccc(O)c2)OCc2cnnn2CCCC1=O
48. COc1ccc(S(=O)(=O)Nc2ccc3c(c2)C(=O)N([C@H](C)CO)C[C@@H](C)[C@@H](CN(C)S(=O)(=O)c2cn(C)cn2)O3)cc1
49. C[C@H]1CN([C@@H](C)CO)C(=O)c2cc(NS(=O)(=O)c3cn(C)cn3)ccc2O[C@@H]1CN(C)Cc1ccc(-c2ccccc2)cc1
50. C[C@H]1CN([C@@H](C)CO)C(=O)c2cc(NC(=O)C3CC3)ccc2O[C@@H]1CN(C)Cc1ccccc1

Screen / compound no. | 46 | 47 | 48 | 49 | 50
T cruzi intra | 44 | -9 | -7 | -9 | 2
INS-1E ATP HTS | 11 | 4 | 1 | -3 | 4

51. COc1ccc(S(=O)(=O)N(C)C[C@H]2Oc3ccc(NC(=O)Nc4cccc5ccccc45)cc3C(=O)N([C@H](C)CO)C[C@H]2C)cc1
52. C[C@@H]1CN([C@H](C)CO)C(=O)Cc2cc(NS(=O)(=O)c3ccccc3)ccc2O[C@H]1CN(C)S(=O)(=O)c1ccccc1
53. C[C@@H]1CN([C@H](C)CO)C(=O)c2cccc(NS(=O)(=O)c3ccccc3)c2O[C@H]1CN(C)C(=O)Nc1ccc(C(F)(F)F)cc1
54. C[C@@H]1CN([C@@H](C)CO)C(=O)c2cc(NC(=O)Cc3cn(C)c4ccccc34)ccc2O[C@@H]1CN(C)C(=O)Nc1ccc2c(c1)OCO2
55. Cc1ccc(S(=O)(=O)N(C)C[C@H]2Oc3c(cccc3N(C)C)C(=O)N([C@@H](C)CO)C[C@@H]2C)cc1

Screen / compound no. | 51 | 52 | 53 | 54 | 55
T cruzi intra | 7 | 11 | 12 | -2 | -4
INS-1E ATP HTS | 0 | 1 | -1 | 3 | -2

56. COc1ccc(C#Cc2cnc3c(c2)C(=O)N([C@H](C)CO)C[C@H](C)[C@H](CN(C)S(=O)(=O)c2cn(C)cn2)O3)cc1OC
57. C[C@@H]1CN([C@@H](C)CO)C(=O)Cc2cc(NS(=O)(=O)c3ccc(F)cc3)ccc2O[C@@H]1CN(C)Cc1ccc(-c2ccccc2)cc1
58. C[C@@H]1CN([C@H](C)CO)C(=O)Cc2cc(NS(C)(=O)=O)ccc2O[C@@H]1CN(C)S(=O)(=O)c1ccccc1
59. Cc1noc(C)c1NC(=O)Nc1ccc2c(c1)CC(=O)N([C@H](C)CO)C[C@H](C)[C@H](CN(C)S(=O)(=O)c1cn(C)cn1)O2
60. C[C@@H]1CN([C@@H](C)CO)C(=O)c2cccc(NC(=O)Nc3ccccc3)c2O[C@H]1CN(C)C

Screen / compound no. | 56 | 57 | 58 | 59 | 60
T cruzi intra | 13 | 63* | -9 | -23 | -3
INS-1E ATP HTS | / | -22 | 6 | 2 | 3

61. COc1ccc(S(=O)(=O)N(C)C[C@H]2OCCCC[C@@H](C)Oc3ccc(NS(=O)(=O)c4ccc(C)cc4)cc3C(=O)N([C@H](C)CO)C[C@@H]2C)cc1
62. C[C@H](CO)N1C[C@H](C)[C@H](CN(C)S(=O)(=O)c2ccccc2)Oc2ccc(NC(=O)Nc3cccc4ccccc34)cc2C1=O
63. C[C@H]1CN([C@@H](C)CO)C(=O)Cc2cc(N(C)C)ccc2O[C@H]1CN(C)CC1CC1
64. CC(C)NC(=O)Nc1ccc2c(c1)C(=O)N([C@H](C)CO)C[C@@H](C)[C@H](CN(C)S(=O)(=O)c1cccs1)O2

Screen / compound no. | 61 | 62 | 63 | 64
T cruzi intra | 9 | -4 | -23 | 3
INS-1E ATP HTS | -18 | -15 | 7 | /

Given with tabs: part of the list above
item	compound	T cruzi intra	INS-1E ATP HTS
61	COc1ccc(S(=O)(=O)N(C)C[C@H]2OCCCC[C@@H](C)Oc3ccc(NS(=O)(=O)c4ccc(C)cc4)cc3C(=O)N([C@H](C)CO)C[C@@H]2C)cc1	9	-18
63	C[C@H]1CN([C@@H](C)CO)C(=O)Cc2cc(N(C)C)ccc2O[C@H]1CN(C)CC1CC1	-23	7
